Screens from PubChem.
Luciferase inh: inhibitors of firefly luciferase; P08659; purified firefly luciferase, luminescence, 8 min; Potency, µM (titrated, usually from 57.1 µM), without a hit: at the highest dose activity change, negative = inhibition, hits mostly inhibitors; 2.2% of 72,000 active; active means well fitted inhibition curve with a large enough effect; inconclusive means small, poorly fitted or top-dose-only effect; further: potency means the concentration at half of the fitted maximal effect; on the % scale 0 is the no-effect control and ±100 the full control effect; nearly all actives have a fitted effect of over 40% in size
Target sequence (P08659 whole entry, looked up): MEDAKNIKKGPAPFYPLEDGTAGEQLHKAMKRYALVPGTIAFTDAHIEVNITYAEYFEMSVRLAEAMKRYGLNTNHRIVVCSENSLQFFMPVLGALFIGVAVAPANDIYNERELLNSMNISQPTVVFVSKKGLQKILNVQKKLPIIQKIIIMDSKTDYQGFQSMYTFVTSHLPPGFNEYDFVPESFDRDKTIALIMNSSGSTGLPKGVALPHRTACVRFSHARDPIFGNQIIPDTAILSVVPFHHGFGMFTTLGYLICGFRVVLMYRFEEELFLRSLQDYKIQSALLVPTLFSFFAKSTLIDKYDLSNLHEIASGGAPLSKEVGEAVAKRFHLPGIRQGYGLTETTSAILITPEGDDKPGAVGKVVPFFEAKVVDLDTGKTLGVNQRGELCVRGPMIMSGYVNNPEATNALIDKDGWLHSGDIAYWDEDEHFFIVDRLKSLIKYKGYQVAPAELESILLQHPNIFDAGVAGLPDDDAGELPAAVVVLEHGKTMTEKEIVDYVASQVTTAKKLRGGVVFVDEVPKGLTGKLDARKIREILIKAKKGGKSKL
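Here, luciferase activity is measured as luminescence following an 8 min room-temperature reaction at 10 uM ATP, pH 7.2. Every library sample is titrated.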
Texas Red fluor: compound fluoresces in the Texas Red spectral region. AID 587. 0.06% of 59,000 active. max dye-equivalent concentration, M. Compound fluorescence, Texas Red channel, 547/618 nm; hits give high values; in the data active means max dye-equivalent concentration above about 10 nM; inconclusive means between about 1.1 nM and that limit
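qHTS profiling of intrinsic compound fluorescence; 100 mM Tris pH 8.0; 15 min RT; ex 547 / em 618 nm; response expressed as Texas Red dye-equivalent concentration from six-point plate standard.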
Rhodamine autofl: rhodamine region autofluorescence; Rhodamine-region fluorescence, 547/598 nm, Tris buffer; hits give high values; 0.05% of 59,000 active; max dye-equivalent concentration, M; in the data active means max dye-equivalent concentration above about 11 nM; inconclusive means between about 1.1 nM and that limit
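A six-point rhodamine series on each plate calibrates the signal. Compounds sit in 100 mM Tris (pH 8.0) for 15 min at ambient temperature before imaging through 547 nm/598 nm filters.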
* = called active by the depositor; i = inactive; u = inconclusive; [ ] = dose if it differs, or a comment. An excerpt (hit frequency here may not be typical).

Molecule	Luciferase inh	Texas Red fluor	Rhodamine autofl
CCCC(C)n1[nH]c(=O)cc1N (centres undefined)	-0.6%[25.5 µM]	i	i
N#Cc1c2c(c(-c3ccccc3)[nH]c1=O)CCCC2	1.6%[25.5 µM]	i	i
CC(=O)Oc1ccccc1C1OCCN1C(C)=O (centres undefined)	1.2%[25.5 µM]	i	i
OCCOCCNc1ncnc2c1cnn2-c1ccccc1	-10.9%[25.5 µM]	i	i
C=C(C)CC1N(c2cccc(OC)c2)C(=O)[C@@H]2C(C(=O)O)[C@H]3C=C[C@@]12O3 (some centres undefined)	1.2%[25.5 µM]	i	i
Cc1ccc(C(=O)/C=C/Nc2cccc(O)c2)cc1	2.51µM*	u	i
CCCCCCOc1ccc(C(=O)n2cnc(N)n2)cc1	0.4%[25.5 µM]	i	i
Cc1cc(N2CCN(C3CCCC3)CC2)n2c(nc3ccccc32)c1C#N	-1.1%[25.5 µM]	i	i
CC(C)Oc1ccc2c(=O)c(-c3ccccc3)coc2c1	5.01µM*	i	i
COC(=O)c1cccc(Nc2cc(C)nc(-c3ccccc3O)n2)c1	-1.6%[25.5 µM]	i	i
C=CCOC(=O)C1=C(C)OC(N)=C(C#N)C1c1ccoc1 (centres undefined)	-0.4%[25.5 µM]	i	i
O=C1CCC(=O)N1c1nc2nc(-c3ccccc3)cc(-c3ccccc3)n2n1	-0.7%[25.5 µM]	i	i
Cn1c(N2CCOCC2)nc2c1c(=O)n(Cc1ccc(Cl)c(Cl)c1)c(=O)n2C	1.4%[25.5 µM]	i	i
COCCNc1oc(-c2ccc(C)cc2)nc1C#N	-23.6%[25.5 µM]	i	i
CC(C)OC(=O)CCNc1n[nH]c(=O)[nH]c1=O	1.2%[25.5 µM]	i	i

(more compounds)
Molecule	Luciferase inh	Texas Red fluor	Rhodamine autofl
Cc1ncc([N+](=O)[O-])n1CC(O)CCl (centres undefined)	0.7%[25.5 µM]	i	i
CCOc1cccc(-c2nnc3sc(-c4ccco4)nn23)c1	-1.2%[25.5 µM]	i	i
COC(=O)CSc1nc2sc3c(c2c(=O)n1C1CCCCC1)CCN(C)C3	0.7%[25.5 µM]	i	i
CN=C(c1ccco1)n1c(=S)nc(-c2ccco2)n(C)c1=S	-1.8%[25.5 µM]	i	i
c1ccc(-c2nn3c(C4CCCCC4)nnc3s2)cc1	1.6%[25.5 µM]	i	i
O=c1c(F)cn(C2CCCO2)c(=O)n1Cc1ccccc1Cl (centres undefined)	0.6%[25.5 µM]	i	i
COc1cc(-c2nn3c(-c4cccnc4)nnc3s2)cc(OC)c1OC	1.9%[25.5 µM]	i	i
O=S(=O)(c1ccccc1)N1CCC(N2CCCCCC2)CC1	1.5%[25.5 µM]	i	i
Cc1ccc(C2/C(=C(\O)c3ccc4c(c3)OCCO4)C(=O)C(=O)N2CCCN(C)C)o1 (centres undefined)	-6.4%[25.5 µM]	i	i
C=CCNc1nc(C)nc(OC)n1	1.4%[25.5 µM]	i	i
CC(NC(=O)Nc1ncccn1)(C(F)(F)F)C(F)(F)F	1.3%[25.5 µM]	i	i
Cc1nnc(SCc2nc3ccccc3[nH]2)s1	-2.4%[25.5 µM]	i	i
C=C(C)Cn1c(-c2ccc(OC)cc2)nc2ccccc21	-2.1%[25.5 µM]	i	i
CCOc1nc(SCCOc2ccccc2)nc(N(C)C)n1	2.7%[25.5 µM]	i	i
CCCCCCOc1ccc(N2C(=O)CC(N3CCN(C(=O)c4ccco4)CC3)C2=O)cc1 (centres undefined)	0.2%[25.5 µM]	i	i

More entries follow:
Molecule	Luciferase inh	Texas Red fluor	Rhodamine autofl
CC(C)CC(NC(=O)OC(C)(C)C)C(=O)NCc1ccccc1 (centres undefined)	-0.4%[25.5 µM]	i	i
CCCCc1nc(N2CCOCC2)c(C#N)c2c1CCCC2	-0.1%[25.5 µM]	i	i
CC(C)C1=C2OC(N)=C(C#N)C(C#N)=C2C(C)CC1 (centres undefined)	2.6%[25.5 µM]	i	i
Cc1ccc2[nH]c3c(c2c1)CCCC3C(N)=O (centres undefined)	-3.1%[25.5 µM]	i	i
COc1ccc(C2C=C(c3ccc(Cl)cc3)Nc3nc(NC(C)=O)nn32)cc1 (centres undefined)	-1.6%[25.5 µM]	i	i
CCc1c(C(=O)O)[nH]c2ccc(Br)cc12	1.6%[25.5 µM]	i	i
CSc1nncc(=O)[nH]1	2.6%[25.5 µM]	i	i
CC(C)Oc1ccc(/C(O)=C2/C(=O)C(=O)N(CCN(C)C)C2c2ccco2)cc1 (centres undefined)	-6.5%[25.5 µM]	i	i
CCOC(=O)CNC(=O)Nc1ccccc1C(=O)OC	1.4%[25.5 µM]	i	i
CCOC(=O)c1ccccc1OCc1cc(/C=N/n2cncn2)ccc1OC	1.9%[25.5 µM]	i	i
C(=N\n1cnnc1)/c1ccccn1	1.5%[25.5 µM]	i	i
COc1ccc2[nH]c(C)c(C(=O)CN3CCOCC3)c2c1	-0.4%[25.5 µM]	i	i
COC(=O)c1sc(NC(=O)C(C)C)c(C(=O)OC)c1C	3.1%[25.5 µM]	i	i
COCCNc1nc2c(c(=O)n(Cc3ccc(OC)cc3)c(=O)n2C)n1C	0.6%[25.5 µM]	i	i
CCC1CC2(C)NC(=O)c3c(sc4c3CC(C)(C)OC4)N2C1=O (centres undefined)	0.4%[25.5 µM]	i	i

More entries follow:
Molecule	Luciferase inh	Texas Red fluor	Rhodamine autofl
CC1(C)CC(=O)C2=C(C1)OC(N)=C(C#N)C2C1C=CCCC1 (centres undefined)	-3.4%[25.5 µM]	i	i
CC(=O)Oc1oc(-c2ccccc2)nc1/C=N/c1ccccn1	-9.8%[25.5 µM]	i	i
CSc1sc(C(=O)O)c2c1C(=O)CCC2	1.3%[25.5 µM]	i	i
CCc1cc2c(=O)c(-c3cscn3)coc2c(CN(C)C)c1O	-0.2%[25.5 µM]	i	i
COc1ccc(-n2c(C)c(C(C)=O)c3cc(O)ccc32)cc1	2.5%[25.5 µM]	i	i
C/C(=N\O)c1ccc2[nH]ccc2c1	-8.4%[25.5 µM]	u	i
OC[C@H]1O[C@@H](n2cnc3c(NC4CCCC4)ncnc32)[C@H](O)[C@@H]1O	-0.9%[25.5 µM]	i	i
Cc1cc(C)nc(CC(N)=O)n1	2.4%[25.5 µM]	i	i
Cc1nn(CC(=O)NCCN2CCOCC2)c(=O)c2ccccc12	0.1%[25.5 µM]	i	i
O=C1C(=O)N(Cc2cccnc2)C(c2ccccn2)/C1=C(/O)c1ccccc1 (centres undefined)	-1.3%[25.5 µM]	i	i
CN(C)S(=O)(=O)Nc1ccc(NS(=O)(=O)N(C)C)c(S(=O)(=O)c2ccccc2)c1	1.7%[25.5 µM]	i	i
c1coc(-c2nc3nc4ccccc4nc3n2-c2ccc3c(c2)OCCO3)c1	u	i	i
Cn1ccnc1C(O)c1ccc(OCc2ccccc2)cc1 (centres undefined)	-2.2%[25.5 µM]	i	i
C/C(=N/n1cnnc1)c1cccnc1	-0.6%[25.5 µM]	i	i
O=C(C1=C(O)C(=O)N(CCN2CCOCC2)C1c1cccnc1)c1cc2ccccc2o1 (centres undefined)	-1.5%[25.5 µM]	i	i

Going on with the list.
Molecule	Luciferase inh	Texas Red fluor	Rhodamine autofl
O=C(O)C1CSC(CCc2ccccc2)N1 (centres undefined)	0.0%[25.5 µM]	i	i
COc1ccc(C2=Nn3c(nnc3-c3ccccc3)SC2)cc1OC	-0.6%[25.5 µM]	i	i
CCOC(=O)C(CC(=O)O)N1CCCCC1 (centres undefined)	1.3%[25.5 µM]	i	i
O=C(CN1C(=O)c2ccccc2C1=O)NCc1ccncc1	2.4%[25.5 µM]	i	i
CCCC(=O)N1CCN(c2nc(CC(C)C)c3c(c2C#N)CCC3)CC1	0.5%[25.5 µM]	i	i
O=C1CC(c2ccco2)CC(O)=C1C=NCCN1CCN(C2CC(=O)N(c3ccccc3)C2=O)CC1 (centres undefined)	-0.1%[25.5 µM]	i	i
C=C(C)C1Cc2c(C)nn(-c3nc(C)cc(C)n3)c2C1 (centres undefined)	2.0%[25.5 µM]	i	i
CCC(=O)Oc1ccc(C(CC)C(CC)c2ccc(OC(=O)CC)cc2)cc1 (centres undefined)	0.2%[25.5 µM]	i	i
CCCc1cc(=O)oc2c(C)c(O)c(CN3CCCCC3)cc12	0.3%[25.5 µM]	i	i
Cn1ncc(N=Cc2ccccc2O)c1C(=O)N1CCOCC1	-0.7%[25.5 µM]	i	i
COc1cc(/C=N/n2nnnc2N)ccc1O	1.8%[25.5 µM]	i	i
CCOC(=O)CSc1nc(N2CCOCC2)c2c(c1C#N)CC(C)(C)N(C)C2	-1.7%[25.5 µM]	i	i
Cn1c(=O)c2c(nc(NCc3ccco3)n2Cc2ccc(Cl)cc2Cl)n(C)c1=O	0.7%[25.5 µM]	i	i
CC(=O)OCC(=O)[C@@]1(O)CC[C@H]2[C@@H]3CCC4=CC(=O)C=C[C@]4(C)[C@@]3(Cl)[C@@H](Cl)C[C@@]21C	0.3%[25.5 µM]	i	i
C1CNCCNCCNCCN1	-2.7%[25.5 µM]	i	i

Continued:
Molecule	Luciferase inh	Texas Red fluor	Rhodamine autofl
O=C1CC(c2ccccc2)n2nc(N3C(=O)c4ccccc4C3=O)nc2N1 (centres undefined)	0.3%[25.5 µM]	i	i
CC1(C)O[C@@H]2C[C@H]3[C@@H]4C[C@H](F)C5=CC(=O)CC[C@]5(C)[C@H]4[C@@H](O)C[C@]3(C)[C@]2(C(=O)CO)O1	0.5%[25.5 µM]	i	i
COc1ccc(C2NC(=O)NC(O)(C(F)(F)F)C2C(=O)c2ccc(F)cc2)cc1 (centres undefined)	1.1%[25.5 µM]	i	i
Cc1nnc2n(C3CCCCC3)c(=O)c3c4c(sc3n12)COC(C)(C)C4	-0.1%[25.5 µM]	i	i
O=C(NCC(F)(F)F)Nc1nnc(C(F)(F)F)s1	-1.0%[25.5 µM]	i	i
CN1CCN(C(=O)CSc2nc(-c3ccncc3)ccc2C#N)CC1	0.6%[25.5 µM]	i	i
CCCCc1nc2sc3c(c2c(=O)[nH]1)CCC3	1.0%[25.5 µM]	i	i
Cc1nc(-c2c(-c3ccc(O)cc3O)noc2C(F)(F)F)cs1	-0.5%[25.5 µM]	i	i
O=c1c2c3c(sc2n2cnnc2n1Cc1ccccc1)CN(Cc1ccccc1)CC3	-3.9%[25.5 µM]	i	i
CCCSC1=C(C#N)C(c2ccc(OC)cc2)C2=C(CC(C)(C)CC2=O)N1 (centres undefined)	0.7%[25.5 µM]	i	i
Cc1nn(CC(=O)N2CCOCC2)c(=O)c2ccccc12	2.0%[25.5 µM]	i	i
COc1ccc(CCNc2nc3c(c(=O)n(C)c(=O)n3C)n2C)cc1OC	1.3%[25.5 µM]	i	i
O=C(c1nsnc1-c1ccccc1O)N1CCCCC1	-0.6%[25.5 µM]	i	i
C=CCN(C)CCCNC(=O)/C=N/O	3.2%[25.5 µM]	i	i
CCCOc1ccc(N2C(=O)CC(N(Cc3ccc(S(N)(=O)=O)cc3)C(=O)CC)C2=O)cc1 (centres undefined)	0.9%[25.5 µM]	i	i

(further entries)
Molecule	Luciferase inh	Texas Red fluor	Rhodamine autofl
CCOCCSc1nc2c(c(=O)[nH]c(=O)n2C)n1CCCc1ccccc1	1.5%[25.5 µM]	i	i
CSc1cc(C)nc(N(C)C(C)=O)n1	1.3%[25.5 µM]	i	i
N/C(CCN1CCOCC1)=N/O	1.8%[25.5 µM]	i	i
CCCCOc1ccc(C(=O)N2CCCC2C(=O)O)cc1 (centres undefined)	1.5%[25.5 µM]	i	i
CN1C(=S)SC(N(O)C(=O)Nc2ccccc2)C1(C)C (centres undefined)	1.7%[25.5 µM]	i	i
Cc1cccn2c(=O)c3cc(C(=O)NCc4cccnc4)c(=N)n(C)c3nc12	0.6%[25.5 µM]	i	i
Cc1cc(=O)n2[nH]c(N3C(=O)CCC3=O)nc2n1	0.0%[25.5 µM]	i	i
COc1cc(C2NC(=O)NC(C)=C2C(=O)Nc2cccc(C)c2C)cc(OC)c1OC (centres undefined)	1.1%[25.5 µM]	i	i
CCOC(=O)c1[nH]c2ccc(OC)cc2c1NC(=O)CN1CCN(c2ccccn2)CC1	0.6%[25.5 µM]	i	i
COc1cc(C)nc(N(C)S(=O)(=O)c2ccccc2Cl)n1	0.7%[25.5 µM]	i	i

Some of the entries so far, with values under each structure:
Sequence of screens – Luciferase inh, Texas Red fluor, Rhodamine autofl
- CCCc1cc(=O)oc2c(C)c(O)c(CN3CCCCC3)cc12
 : 0.3%[25.5 µM], i, i
- O=C(c1nsnc1-c1ccccc1O)N1CCCCC1
 : -0.6%[25.5 µM], i, i
- O=C(CN1C(=O)c2ccccc2C1=O)NCc1ccncc1
 : 2.4%[25.5 µM], i, i
- O=C1CC(c2ccco2)CC(O)=C1C=NCCN1CCN(C2CC(=O)N(c3ccccc3)C2=O)CC1 (centres undefined)
 : -0.1%[25.5 µM], i, i
- O=C(O)C1CSC(CCc2ccccc2)N1 (centres undefined)
 : 0.0%[25.5 µM], i, i
- Cc1cc(N2CCN(C3CCCC3)CC2)n2c(nc3ccccc32)c1C#N
 : -1.1%[25.5 µM], i, i
